# BAP1 inh – blocks human BAP1 ubiquitin-AMC hydrolysis; recombinant BAP1, Ub-AMC hydrolysis fluorescence kinetic; hits give low values; activity remaining (% of control), % at 20 µM; hit rate 0.48% among 72,000; AID 436;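 active = activity remaining at or below 50% of control, provided the compound also passes the data quality filters; inactive = the rest, including low values that fail the filters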;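 also: 100% = DMSO wells rate and 0% = substrate alone blank rate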
# Target sequence (Q92560 whole entry, looked up): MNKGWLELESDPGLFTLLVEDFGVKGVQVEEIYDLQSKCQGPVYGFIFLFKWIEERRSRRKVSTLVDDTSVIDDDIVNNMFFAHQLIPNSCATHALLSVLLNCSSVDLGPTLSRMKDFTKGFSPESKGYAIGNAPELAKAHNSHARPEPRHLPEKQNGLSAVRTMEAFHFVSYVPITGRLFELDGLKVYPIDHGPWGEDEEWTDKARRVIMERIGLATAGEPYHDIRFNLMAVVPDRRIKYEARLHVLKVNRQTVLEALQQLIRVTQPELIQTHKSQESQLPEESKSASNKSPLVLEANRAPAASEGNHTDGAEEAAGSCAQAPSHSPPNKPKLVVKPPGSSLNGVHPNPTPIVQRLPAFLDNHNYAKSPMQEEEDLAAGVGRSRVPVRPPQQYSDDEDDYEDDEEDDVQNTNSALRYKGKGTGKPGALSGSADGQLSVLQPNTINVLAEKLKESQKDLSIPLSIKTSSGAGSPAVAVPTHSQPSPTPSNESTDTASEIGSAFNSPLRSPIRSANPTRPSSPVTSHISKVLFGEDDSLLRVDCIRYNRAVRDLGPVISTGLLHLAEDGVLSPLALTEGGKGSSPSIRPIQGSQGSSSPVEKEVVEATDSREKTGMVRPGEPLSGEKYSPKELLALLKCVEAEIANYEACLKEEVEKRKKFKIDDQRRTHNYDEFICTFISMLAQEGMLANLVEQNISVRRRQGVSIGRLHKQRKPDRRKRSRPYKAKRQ
# HePTP inhibitor – inhibitors of human HePTP phosphatase. recombinant HePTP phosphatase activity, OD absorbance. inhibition, % at 20 µM. hit rate 0.64% among 110,000; in the data active = inhibition above about 50%;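 also: plate controls were vehicle for no effect and reference inhibitor for full effect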
# Target sequence (P35236 whole entry, looked up): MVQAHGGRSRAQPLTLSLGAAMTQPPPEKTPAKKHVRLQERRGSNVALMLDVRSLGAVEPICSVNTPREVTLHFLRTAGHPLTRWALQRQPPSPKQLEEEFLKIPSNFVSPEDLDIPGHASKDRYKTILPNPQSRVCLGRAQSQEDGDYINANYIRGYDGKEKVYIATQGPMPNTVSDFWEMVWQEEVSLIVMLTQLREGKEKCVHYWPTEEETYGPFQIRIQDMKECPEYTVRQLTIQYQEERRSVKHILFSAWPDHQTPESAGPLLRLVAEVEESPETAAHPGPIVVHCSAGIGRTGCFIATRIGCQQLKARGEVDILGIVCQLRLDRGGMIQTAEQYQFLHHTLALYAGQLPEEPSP
# Numbers without * were called inactive; . = not tested or not shown; & = joins results of further samples.
molecule,BAP1 inh,HePTP inhibitor
CCC1C(=O)C(C)(C)C(=O)OC1c1cccc([N+](=O)[O-])c1 (configuration not stated),83.1,.
CN(C)S(=O)(=O)c1ccc(C(=O)Oc2cc(=O)[nH]c3ccccc23)cc1,112.8,6.7
Cn1c2c(c(=O)[nH]c1=O)C(c1cccc(Cl)c1Cl)C1=C(N2)c2ccccc2C1=O (configuration not stated),.,-16.4
Cc1cccc(NC(=O)c2ccccc2NC(=O)c2cccs2)c1C,.,9.5
Clc1ccc(Nc2ncnc3c2cnn3Cc2ccccc2)cc1,101.1,.
COc1ccc(-n2c(Cc3cccn3C)nnc2SCC(=O)Nc2cccc(C)c2C)cc1,83.7,-3.7
CCOC(=O)N1CCN(C(=O)COc2ccccc2OC)CC1,93.0,5.4
COc1cc2c(cc1OC)C1(CCOCC1)CN(C)C2,.,19.6
CCOc1ccc(NC(=O)C2CC=CCC2C(=O)O)cc1 (configuration not stated),109.0,6.2
COc1ccc(NC(=O)COC(=O)C(CCSC)NC(=O)c2ccccc2)cc1 (configuration not stated),.,-3.6
CCOC(=O)c1[nH]c(CSc2nnc(-c3ccc(OC)cc3)o2)c(C(=O)OCC)c1C,37.0*,2.6
O=c1c2cc(N3CCOCC3)ccc2[nH]c(=S)n1CCCN1CCCC1,100.0,5.2
CC1CCN(S(=O)(=O)c2ccc(S(=O)(=O)NCC3COCCO3)cc2)CC1 (configuration not stated),88.9,15.5
O=C(CCN1C(=O)/C(=C\c2cccs2)SC1=S)Nc1ccc(Cl)cc1,.,-6.5
Cc1ccc(S(=O)(=O)N/N=C/c2ccc3c(c2)OCO3)cc1[N+](=O)[O-],.,7.9
COc1cccc(N(CC(=O)NC2CCCC2)C(=O)Cn2nnc(-c3ccc(C)cc3)n2)c1,74.1,7.6
Nc1nnc(CCC2CCCCC2)s1,83.8,5.4
CCC(C(=O)NCCN1CCN(C)CC1)n1c(C)c2cnn(-c3ccccc3)c(=O)c2c1C (configuration not stated),101.5,4.3
Cc1cc(C(C)(C)C)cc(S(=O)(=O)NCC(=O)O)c1C,119.0,-3.9
COc1ccc(N(CC(=O)Nc2ccccc2C)S(=O)(=O)c2ccccc2)cc1Cl,.,-0.3
CCn1c2ccccc2c2nnc(SCc3ccccc3)nc21,63.7,2.8
O=C(NC(NC(=S)Nc1ccccc1Br)C(Cl)(Cl)Cl)c1ccccc1 (configuration not stated),.,9.1
Cc1ccc(N(Cc2ccc(C(=O)NC3CCCC3)cc2)S(C)(=O)=O)cc1C,.,-3.6
COC(=O)CSc1nc2c(c(=O)[nH]c(=O)n2C)n1CCC(C)C,85.1,.
CCCCc1c(C)nn(-c2nnc3c4ccccc4n(C)c3n2)c1C,.,6.3
Cc1cc(/C=C2\C(=O)NC(=O)N(c3cccc(Cl)c3)C2=O)c(C)n1-c1cccnc1,.,3.2
O=C(Nc1ccc2oc(-c3ccc(Cl)cc3Cl)nc2c1)c1ccc2c(c1)OCCO2,.,5.7
CCOc1ccc(-c2nnc(N)o2)cc1,100.0,4.6
COc1ccc2c3c([nH]c2c1)C(=O)CCC3,.,11.4
O=C(COc1ccc([N+](=O)[O-])cc1)Nc1cccc(-c2nc3cc(Cl)ccc3o2)c1,.,-0.9
COc1cccc(-c2cc(C(=O)Nc3ccc(S(=O)(=O)Nc4nccc(C)n4)cc3)c3ccccc3n2)c1,.,10.5
CCN1CCN(C(=O)c2cc3c(=O)n(C)c4ccccc4c3n2C)CC1,94.3,5.6
CC12CCC3C(CCC4CCCCC43C)C1CC/C2=N\O (configuration not stated),.,9.0
CS(=O)(=O)N(CC(=O)Nc1ccc(Cl)cc1)c1cccc(Cl)c1,.,6.9
N#Cc1cn(CC(=O)NCCc2c[nH]c3ccccc23)c2ccccc12,108.2,4.2
CCSc1nnc(NC(=O)c2ccc([N+](=O)[O-])cc2[N+](=O)[O-])s1,.,4.5
CC(=O)N1c2ccc(N)cc2C(C)(c2ccccc2)CC1(C)C (configuration not stated),146.7,-0.3
COC(=O)CCN1CCC(C(N)=O)CC1,100.2,-2.3
COc1ccccc1CNC(=O)c1c(O)c2cc(OC)c(OC)cc2[nH]c1=O,54.1,7.6
CCOc1cc(C2C(C(=O)OC(C)C)=C(C)NC3=C2C(=O)CC(C)(C)C3)cc(Br)c1O (configuration not stated),249.3,.
O=C(O)c1ccccc1N=Cc1cc(Cl)ccc1O,.,4.0
COC(=O)c1ccc(-n2c(C)cc(/C=C3/SC(N)=NC3=O)c2C)cc1,.,-9.2
COC(=O)c1ccc(COc2ccc3c(-c4ccccc4)cc(=O)oc3c2C)cc1,.,-1.5
O=C1NC(=O)C2(CCC(C(=O)O)C2)N1 (configuration not stated),97.2,5.1
CC(O)c1cccc(NC(=O)c2nn3c(c2Cl)NC(c2ccco2)CC3C(F)(F)F)c1 (configuration not stated),.,5.7
Cc1ccc2cc(CN(Cc3cccs3)Cc3nnnn3CC3CCCO3)c(=O)[nH]c2c1 (configuration not stated),83.6,6.9
Cc1cc(C)c2nc(Nc3nc4ccccc4c(=O)[nH]3)nc(C)c2c1,.,-1.0
Nc1nc(N)nc(-c2ccccn2)n1,100.7,8.6

# Three compounds already listed, sorted by length of the SMILES, falling.
molecule,BAP1 inh,HePTP inhibitor
CC(O)c1cccc(NC(=O)c2nn3c(c2Cl)NC(c2ccco2)CC3C(F)(F)F)c1 (configuration not stated),.,5.7
Cc1ccc2cc(CN(Cc3cccs3)Cc3nnnn3CC3CCCO3)c(=O)[nH]c2c1 (configuration not stated),83.6,6.9
Cc1cc(C)c2nc(Nc3nc4ccccc4c(=O)[nH]3)nc(C)c2c1,.,-1.0

# (continued)
molecule,BAP1 inh,HePTP inhibitor
O=C(CSc1n[nH]c(-c2ccc(S(=O)(=O)NC3CCCCC3)cc2)n1)N1CCCC1,102.2,9.2
O=C(c1ccc(CN2CCOCC2)cc1)N1CCN(Cc2ccccc2)CC1,84.5,4.6
COc1ccc2c(c1OC)C(=O)N1c3ccccc3SC21 (configuration not stated),114.9,-8.6
COc1ccc2nc(SCC(=O)Nc3ccc4c(c3)OCCO4)[nH]c2c1,115.9,-1.1
Cc1ccc(-c2cc(C(=O)N3CCCC3)no2)cc1,52.9,-0.8
O=C(NCCCN1CCOCC1)c1ccc(C#Cc2ccccc2)cc1,.,8.2
COC(=O)c1sccc1NC(=O)c1ccncc1,96.3,10.5
CC(=O)c1cccc(NC(=O)NCCS(C)=O)c1 (configuration not stated),99.9,-2.8
COc1ccc(-c2nnc(-c3ccc(N(C)C)cc3)o2)cc1,.,0.4
CC(=O)Nc1ccc(OCC(O)CN2CCN(Cc3ccccc3)CC2)cc1 (configuration not stated),109.9,-9.9
O=C(NC1(C(F)(F)F)NC(=O)N(Cc2cccnc2)C1=O)c1cccs1 (configuration not stated),126.7,8.1
CCCC(C)NC(=O)c1ccc(OC)c([N+](=O)[O-])c1 (configuration not stated),.,8.7
CC(=NCc1ccccc1)c1c(O)[nH]c2ccccc12,.,-3.0
Cc1ccc(C(=O)Nc2ccc3c(c2)ncn3C)cc1,125.9,5.5
CSc1ccc(S(=O)(=O)N(CC(=O)Nc2ccc(C)cc2C)c2ccc(C)cc2)cc1,.,-10.3
C(=N/N1CCN(c2ccccc2)CC1)/c1ccccn1,.,8.7
CSc1nc(C)cc(SCCO)n1,94.4,5.9
COc1ccc(N2C(=O)c3ccc(C(=O)Nc4ccccc4I)cc3C2=O)cc1,.,4.5
COc1ccc(OC)c(CNC(=O)C2CCN(S(=O)(=O)N3CCCC3)CC2)c1,103.7,9.7
O=C(O)CCNC(=O)c1ccccc1,54.7,-10.8
Cc1ccc(N=C2SC(C(=O)O)CC(=O)N2C)cc1Cl (configuration not stated),.,1.7
Cc1cccc(CSC2=NCCN2C(=O)C2CC2)c1,100.2,-1.0
COCCCNC(=S)Nc1ccc(Cl)cc1Cl,.,0.2
O=C(CSc1nnc(Cc2ccccc2)n1-c1ccc(Cl)cc1)N1CCOCC1,135.6,-1.8
N#C/C(=C\c1ccc(-c2cccc(Cl)c2)o1)c1ccccc1,.,-4.3
CCC(Sc1nc(C)cc(=O)[nH]1)C(=O)Nc1sc2c(c1C#N)CCCC2 (configuration not stated),91.4,4.1
CCCCOC(C)n1cc(C)c(=O)[nH]c1=O (configuration not stated),.,-11.5
Cc1ccc(C)c(N=C2NC(=O)/C(=C/c3ccc(N4CCOCC4)cc3)S2)c1,.,-13.2
COc1ccc(C(=O)Nc2ccc(S(=O)(=O)NCc3ccco3)cc2)cc1OC,91.3,0.3
O=C(NCc1ccc2c(c1)OCO2)C(=O)Nc1nc(C23CC4CC(CC(C4)C2)C3)cs1,.,-15.3
COc1cc(C)nc(N2CCC(C(N)=O)CC2)n1,68.9,1.9
COc1ccc2ccccc2c1/C=C1\SC(=S)N(Cc2ccccc2)C1=O,.,6.7
CN(C)c1ccc(C(=O)OCC(=O)Nc2ccc(S(N)(=O)=O)cc2)cc1,100.2,8.5
CCC(CC)C(=O)Nc1nnc(-c2cccs2)s1,109.4,-0.1
COC(=O)c1ccc(OCc2ccc(COc3ccc(C(=O)OC)cc3)cc2)cc1,.,3.5
CN(C)c1ccc(/C=C2\N=C(c3cc4ccccc4oc3=O)OC2=O)cc1,.,-10.3
CN1CCN(C(=O)C(Cc2ccccc2)NS(=O)(=O)c2ccc3c(c2)CCC(=O)N3)CC1 (configuration not stated),93.1,-0.1
CC(C)(O)C12CC3CC(CC(C3)C1)C2,192.4,.
CC(=O)c1ccc(OC(C)C)c(CN2CCCCC2)c1,113.2,2.6
O=C(CSc1nc2sc3c(c2c(=O)[nH]1)CCCC3)NCCCN1CCOCC1,114.6,.
CC(=O)Nc1cccc(NC(=O)c2c(-c3c(Cl)cccc3Cl)noc2C)c1,85.8,-1.1
COc1ccc(-c2cc(C(=O)N3CCN(C(c4ccccc4)c4ccccc4)CC3)no2)cc1OC,62.6,11.8
CC(=O)Nc1ccc(S(=O)(=O)NCc2cccnc2)cc1,.,2.2
CC1(C)CC(=O)C(CCCN2C(=O)c3ccccc3C2=O)C(=O)C1,98.2,9.5
CCOC(=O)c1ccccc1NC(=O)c1sc(NC(=O)c2ccc3c(c2)OCO3)c(C(=O)OCC)c1C,.,1.8
FC(F)(F)c1ccc(N2CCOCC2)c(NC2=NCCCCC2)c1,119.3,8.2
O=C(Cn1cc2c(n1)CCCCC2)NC1CCCCCC1,85.7,-10.4
COc1ccc(NC(=O)c2cccnc2Cl)c(OC)c1,66.8,.
CN=C(Nc1cc(C)nn1-c1ccccc1)c1ccc(F)cc1,136.8,6.7
CCCc1nnc(NC(=O)CCC(=O)N2CCCCCC2)s1,95.7,-0.6
COc1ccc(N2CCN(C(c3nnnn3CCc3ccccc3)C(C)C)CC2)cc1 (configuration not stated),93.0,2.7
CCc1ccccc1N(CC(=O)NCC(C)C)S(C)(=O)=O,.,7.0
O=C1/C(=C/C=C/c2ccccc2)SC(=S)N1c1cccc(C(F)(F)F)c1,.,-0.9
O=C(O)COc1ccc2c(-c3ccccc3)cc(=O)oc2c1,129.2,8.6
c1ccc(Nc2nc(-c3ccccn3)cs2)nc1,.,-1.2
Cc1cc(N2C(=O)C3C4c5ccccc5C(c5ccccc54)C3C2=O)no1 (configuration not stated),88.2,-7.3

# In a second layout: three of the compounds above
# Order of results – BAP1 inh, HePTP inhibitor
> CCc1ccccc1N(CC(=O)NCC(C)C)S(C)(=O)=O
    ., 7.0
> O=C1/C(=C/C=C/c2ccccc2)SC(=S)N1c1cccc(C(F)(F)F)c1
    ., -0.9
> O=C(O)COc1ccc2c(-c3ccccc3)cc(=O)oc2c1
    129.2, 8.6

# Next compounds follow:
molecule,BAP1 inh,HePTP inhibitor
Cc1ccc(C)c(NC(=O)c2cccnc2)c1,76.9,.
CCc1ccc(N2CC(C(=O)O)CC2=O)cc1 (configuration not stated),63.7,.
COc1ccc2oc(C(=O)C3CC3)c(N)c2c1,.,-3.8
O=C(Nc1ccccc1Cl)c1cccc(NC(=O)C(F)(F)F)c1,.,12.4
N#Cc1nc(-c2ccco2)oc1N1CCOCC1,.,7.1
CC(C)COC(=O)n1ccc(C(=O)N2CCCCC2)n1,97.0,0.7
CCOC(=O)CC1=CC(=O)Nc2ccccc2N1,100.8,4.1
CC(=O)c1ccc2c3c(ccc(O)c13)CC2,88.0,5.2
CC(C)(NC(=O)NCc1ccccc1)c1cccc(C(C)(C)NC(=O)NCc2ccccc2)c1,.,4.7
COc1ccc(NC2=C(c3ccc(OC)cc3)C(=O)c3ccccc32)cc1,.,5.0
O=C(OC1CCOC1=O)c1ccc2ccccc2n1 (configuration not stated),101.8,-5.9
O=S(=O)(c1ccc(Cl)cc1)N1CCN(C2CCCCCC2)CC1,99.1,0.7&1.9
CCS(=O)(=O)N1CCC(NC(C)=O)(c2ccccc2)CC1,104.6,5.1
O=C(CSc1nnc(C23CC4CC(CC(C4)C2)C3)o1)Nc1ccc(N2CCOCC2)c(Cl)c1,90.7,-7.3
COc1ccc(OC)c(C(c2nnnn2CCC(C)C)N2CCN(C(=O)c3ccco3)CC2)c1 (configuration not stated),103.7,2.3
Cc1cccc(NC(=O)c2oc3ccc(S(=O)(=O)N4CCOCC4)cc3c2C)c1C,75.8,5.6
Cc1nonc1NC(=O)N1CCCC1,103.5,10.3
COc1cccc(OC(=O)CSc2nnc(-c3ccccc3Br)o2)c1,103.5,9.9
O=C(Oc1cccc([N+](=O)[O-])c1)c1ccc(-c2ccccc2)cc1,.,28.2
CCc1ccccc1NC(=O)c1cccs1,97.7,7.2
COc1ccc(/C=C2/SC(=S)N(C(C)c3ccccc3)C2=O)cc1 (configuration not stated),.,2.6
COc1cccc(CNC(=O)C2CCN(S(=O)(=O)c3ccccc3)CC2)c1,90.3,2.3

# High-throughput results (PubChem)
